FBW7 activator: activators of human E3 ligase FBW7 | AlphaScreen FBW7–phospho-cyclin E peptide binding, activator screen | normalized activity (activation), % at 26.1 µM | 650,000 compounds, 0.13% hits | AID 1259310; in the data active means normalized activity above about 1.9%;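 further: purified mutant Fbw7 with reduced substrate affinity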
MITF inh: inhibitors of human MITF; AlphaScreen MITF homodimerization, bead proximity signal; 650,000 compounds, 0.91% hits; inhibition, % at 2.6 µM; O75030; AID 1259374; in the data active means inhibition above about 50%;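 further: 0% = vehicle wells with protein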
Target sequence (O75030 whole entry, looked up): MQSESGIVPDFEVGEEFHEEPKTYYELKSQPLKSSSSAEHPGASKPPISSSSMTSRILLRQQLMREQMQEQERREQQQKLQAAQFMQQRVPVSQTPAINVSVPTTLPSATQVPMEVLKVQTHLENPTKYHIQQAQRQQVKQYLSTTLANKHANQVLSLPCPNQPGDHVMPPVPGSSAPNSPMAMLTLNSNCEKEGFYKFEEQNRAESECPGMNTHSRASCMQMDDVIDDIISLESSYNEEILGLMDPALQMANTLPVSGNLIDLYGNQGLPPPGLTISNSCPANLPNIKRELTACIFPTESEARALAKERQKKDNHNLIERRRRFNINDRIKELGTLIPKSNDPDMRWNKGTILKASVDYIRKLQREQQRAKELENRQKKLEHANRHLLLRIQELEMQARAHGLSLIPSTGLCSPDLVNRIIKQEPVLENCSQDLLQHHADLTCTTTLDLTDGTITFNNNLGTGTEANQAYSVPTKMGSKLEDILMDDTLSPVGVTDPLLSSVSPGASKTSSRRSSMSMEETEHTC
TEAD-YAP inh: TEAD-YAP interaction inhibition. HEK-TIYL cells, TEAD-Gal4/YAP UAS-luciferase luminescence. 640,000 compounds, 1.4% hits. inhibition, % at 9.12 µM; in the data active means inhibition above about 32%;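 further: 0% = median of test compound wells and 100% = reference inhibitor wells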
GPR151 ag: activates the human receptor GPR151. Q8TDV0. PathHunter beta-arrestin GPR151 cells, luminescence. activation, % at 11.2 µM. 650,000 compounds, 1% hits. AID 1508602; in the data active means activation above about 4.9%;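 further: 0% = median of compound wells and 100% = cells with positive control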
Target sequence (Q8TDV0 whole entry, looked up): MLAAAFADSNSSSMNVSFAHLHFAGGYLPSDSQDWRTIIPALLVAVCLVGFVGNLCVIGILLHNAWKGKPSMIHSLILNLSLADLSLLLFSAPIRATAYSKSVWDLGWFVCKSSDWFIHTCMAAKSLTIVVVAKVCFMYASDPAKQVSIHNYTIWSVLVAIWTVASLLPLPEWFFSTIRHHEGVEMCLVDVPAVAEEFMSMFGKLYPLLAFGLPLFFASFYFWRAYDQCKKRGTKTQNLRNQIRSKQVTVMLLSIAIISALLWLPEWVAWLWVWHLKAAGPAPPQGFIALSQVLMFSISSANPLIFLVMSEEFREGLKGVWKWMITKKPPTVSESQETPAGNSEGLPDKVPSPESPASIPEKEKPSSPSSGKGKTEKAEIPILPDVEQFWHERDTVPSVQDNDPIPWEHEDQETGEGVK
An asterisk follows results filed as active; x = not tested or not shown.

Values run as follows: FBW7 activator, MITF inh, TEAD-YAP inh, GPR151 ag
1. CCN(CC)C(=O)c1sc2ncn(CC(=O)N3CCCCC3C)c(=O)c2c1C (stereo not drawn)
    0.5, 24, 13, -1.6
2. COc1cc(-c2nc(Nc3ccc(F)c(Cl)c3)c3ccccc3n2)cc(OC)c1OC
    0.0, -2, -2, -0.4
3. COc1ccccc1C1/C(=C(/O)c2ccc(C)cc2)C(=O)C(=O)N1CC(C)O (stereo not drawn)
    0.0, 8, -3, 1.1
4. CCN(CC)c1ccc(/C=C2/NC(=O)N(Cc3ccccc3F)C2=O)cc1
    0.3, 8, 3, 0.5
5. COc1ccc2oc(=O)c(-c3nnc(-c4cccc(Br)c4)o3)cc2c1
    0.5, 12, -7, 0.0
6. CN(C)S(=O)(=O)c1cccc2c(S(=O)(=O)N(C)C)cccc12
    0.4, -6, 4, 4.5
7. COc1cccc(-c2csc(N3CCN(CC(=O)Nc4ccccc4C)CC3)n2)c1
    0.1, -15, 6, -0.4
8. COc1ccc(Cc2nnc(SCC(=O)c3ccc(OC)cc3)n2C)cc1
    -0.1, 1, -2, 1.1
9. CC1(C)SCC(C(=O)NCc2ccccc2)N1C=O (stereo not drawn)
    0.1, 18, 8, -0.8
10. O=C(NNS(=O)(=O)c1ccccc1)c1cccnc1
    0.2, -2, 2, 0.5
11. Cc1cccc(CNC(=O)CC2C(=O)NCCN2C)c1 (stereo not drawn)
    -0.1, -7, 3, 1.0
12. Cc1ccc(C)c(C(=O)Nc2ccccc2C#N)c1
    -0.1, -2, -6, -0.4
13. Cc1ccc(NC(=O)CNS(=O)(=O)c2ccc(Br)s2)cc1
    0.1, 14, 5, 0.0
14. CSc1ccccc1C(=O)NCc1c(C)ncc2c1CCN(C(=O)c1cc(C)oc1C)C2
    0.1, 12, 8, -0.5
15. CCCCn1c(CNC(=O)COc2ccc(Cl)cc2)nnc1SC(C)C(=O)Nc1sc(C(=O)OCC)c(C)c1C(=O)OCC (stereo not drawn)
    0.4, 5, 0, 0.0
16. CCN1C(=O)/C(=C/c2cc(OC)c(OC)cc2C)N(C)C1=S
    0.1, 14, -10, -2.3
17. CC(C)NC(=O)C(=O)Nc1ccc(C(C)(C)C)cc1
    -0.1, 7, -87, 0.8
18. O=C(Nc1ccc2nn(-c3ccccc3)nc2c1)c1cc([N+](=O)[O-])ccc1N1CCOCC1
    0.4, 12, -5, -0.8
19. O=C(c1cccs1)N1CCc2c([nH]c3ccccc23)C1c1ccccc1 (stereo not drawn)
    0.1, 0, 14, -0.7
20. COc1cc2c(cc1OC)C(C(=O)N1CCOCC1)C1c3ccccc3CCN1C2=O (stereo not drawn)
    0.7, -2, -5, -0.8
21. Cn1cc(S(=O)(=O)Nc2ccc(OC(F)(F)F)cc2)c(=O)n(C)c1=O
    -0.2, -17, -2, 2.4
22. O=C(Nc1cc(C(F)(F)F)ccc1Cl)c1ccc(S(=O)(=O)N2CCc3ccccc3C2)cc1
    0.2, 10, -14, -0.5
23. Cc1cc(OCCN2CCN(C)CC2)ccc1[N+](=O)[O-]
    0.0, 56*, -32, -1.5
24. CCn1nnc(NC(=O)COc2ccc([N+](=O)[O-])cc2)n1
    0.0, 16, 4, 0.7
25. O=C(/C=C/c1cccc([N+](=O)[O-])c1)Nc1nc2ccccc2s1
    0.0, -3, -8, -1.1
26. N#CC1=C(N)n2ncnc2NC1c1ccc(F)cc1 (stereo not drawn)
    -0.1, -5, -14, -0.3
27. COCCC1=NN(C(=O)c2cc(-c3ccccc3)nc3ccccc23)C(O)(C(F)(F)F)C1 (stereo not drawn)
    -0.2, -8, -3, 1.5
28. COc1cc(SC)ccc1C(=O)NCCC(c1ccccc1)c1ccccc1
    -0.3, -9, -11, 1.3
29. O=C(Nc1cccc(Cl)c1)N1CCSC1c1ccco1 (stereo not drawn)
    0.0, 2, -8, -1.7
30. Cc1ccc(-n2nc3c(c2NC(=O)CCc2ccccc2)CSC3)cc1
    -0.1, 14, 1, -0.1
31. Cc1nc(C)n(CC(=O)N2CCCC(C(=O)c3cccc(C(F)(F)F)c3)C2)n1 (stereo not drawn)
    -0.1, -4, -2, -0.8
32. CC(C)N(c1ccc(S(C)(=O)=O)cc1F)C(C)C
    -0.1, -6, 3, -0.7
33. COc1ccc(C(=O)N/N=C/c2c(CO)cnc(C)c2O)cc1
    -1.5, 37, 5, -0.7
34. Cc1c(C(=O)Nc2c(F)cccc2F)sc2ncnc(N3CCN(c4ccccn4)CC3)c12
    0.1, 0, 0, 1.3
35. Cc1nc(NCCN(C)C)c2sc3nc4c(cc3c2n1)COC(C)(C)C4
    0.0, 13, -3, 0.4
36. CCOc1cccc2c1OC1(C)CC2NC(=O)N1c1cccc(F)c1 (stereo not drawn)
    4.4*, -5, 11, 2.6
37. O=C(Cn1nc2c3ccccc3nc(C3CC3)n2c1=O)NCc1cccs1
    -0.1, -5, 6, 3.8
38. N#C/C(=C\c1ccccc1[N+](=O)[O-])C(=O)Nc1ccc(S(N)(=O)=O)cc1
    -0.2, 9, -4, -0.8
39. O=C(Nc1sc2c(c1C(=O)Nc1ccccc1)CCC2)c1ccccc1Cl
    -0.1, -5, -8, -0.8
40. COc1cccc(NC(=O)c2c(O)c3c([nH]c2=O)CCCC3)c1
    0.1, 2, -13, -0.9
41. CC1=C([N+](=O)[O-])CS(=O)(=O)/C1=C\c1ccccc1
    -0.1, 2, -7, 1.3
42. Nc1cc(=O)[nH]c(SCC(=O)Nc2cccc(S(N)(=O)=O)c2)n1
    0.0, 6, 2, 0.0
43. COc1ccc(O)c(/C=N/N=C2/NC(=O)C(C)S2)c1 (stereo not drawn)
    -0.3, -7, 68*, -8.1
44. Cc1ccc(Cl)cc1NC(=O)c1cc2n(n1)C(C(F)(F)F)CC(c1ccc3c(c1)OCO3)N2 (stereo not drawn)
    0.0, 7, 2, -0.7
45. COc1ccc(C2(O)CCN(CC(=O)NC(C)C)CC2)cc1
    -0.1, 1, -8, -0.9
46. CCN(CC)C(=O)CSc1ncc(CO)n1Cc1ccccc1
    -0.1, -7, 0, -1.0
47. Cc1nc2sc(C(=O)N3CCN(Cc4ccc5c(c4)OCO5)CC3)c(C)c2c(=O)[nH]1
    0.1, 5, 4, 0.7
48. N#CCn1ncn(-c2ccccc2)c1=O
    0.1, -5, 8, 0.5
49. CCCCCC(=O)/C=C/[C@@H]1[C@@H](CCCCCCC(=O)O)[C@@H](O)C[C@H]1O
    x, -15, x, 1.0
50. O=C(CSc1nc2[nH]ncc2c(=O)[nH]1)Nc1ccc2c(c1)OCO2
    0.2, 18, 17, 4.0
51. CCOC(=O)c1ccc(N2CN(Cc3ccco3)CNC2=S)cc1
    -0.1, -9, 5, -0.2
52. Cc1ccccc1NC(=O)c1c(C)nc(SCC(=O)Nc2ccc(Br)cc2)c(C#N)c1-c1ccc(Cl)cc1
    -0.5, -2, 0, 1.0
53. COC(=O)CCC(=O)Nc1cc(Cl)cc(Cl)c1
    0.1, 6, 4, -0.1
54. COc1ccc2nc(N3CCCC3C(=O)NCC(F)(F)F)nc(C)c2c1 (stereo not drawn)
    0.1, -2, 1, 1.7
55. COCCNC(=O)C(c1ccccc1)N(CCC(C)C)C(=O)Cn1nnc2ccccc21 (stereo not drawn)
    -0.1, 3, -8, 0.3
56. CCC(C)Oc1ccc(/C=C2/NC(=O)N(Cc3ccccc3F)C2=O)cc1OC (stereo not drawn)
    0.1, -5, 1, 1.5
57. COc1ccc(CCNc2nc(Nc3nccc4ccccc34)ncc2C)cc1
    -0.1, 2, 24, 1.2
58. CC(=O)c1ccc(C(=O)Nc2nc3ccc4ccccc4c3s2)cc1
    -0.1, 7, 7, -0.1
59. C[C@@H](O)[C@@H]1NC(=O)[C@H]2CN(Cc3cccc4ncccc34)CCN2C1=O
    0.5, -3, -3, 1.2
60. CC1(C)C(=O)OC(c2ccccc2I)C(C)(C)C1=O (stereo not drawn)
    -0.1, -3, -4, 1.5

Next section
Values run as follows: FBW7 activator, MITF inh, TEAD-YAP inh, GPR151 ag
61. Cc1ccc(-c2noc(CNc3cccc(C)c3)n2)cc1
    -0.1, -11, -12, -0.7
62. Cc1ccccc1NC(=O)N1CCN(C/C=C/c2ccccc2)CC1
    -0.3, 12, 3, 0.4
63. CCOc1ccc(C(c2c(C)[nH][nH]c2=O)c2c(C)[nH][nH]c2=O)cc1
    -0.4, 12, 4, -0.4
64. Nc1nnc(Cc2ccc(Cl)c(Cl)c2)s1
    0.1, 0, 8, -0.1
65. CC(=O)N/C(=N\c1nc(C)cc(C)n1)Nc1ccc2ccccc2c1
    0.0, -5, 52*, 0.5
66. COc1ccc(Cl)cc1NC(=O)c1nnn(CC(=O)Nc2ccccc2)c1N
    -0.1, -12, 10, 1.6
67. CCOC(=O)c1ccccc1NC(=O)c1ccco1
    0.0, 5, 8, 0.0
68. COc1ccc(O)c(CN2CCN(CC=C(C)C)C(CCO)C2)c1 (stereo not drawn)
    -0.1, -1, -19, 0.0
69. CCOc1ccc(C)cc1S(=O)(=O)n1cnc2ccccc21
    0.0, 3, 46*, 5.8*
70. CN(C)CCCCCC(=O)/C=N/O
    0.1, 6, -2, 2.0
71. CCCCCCOC(=O)c1ccc(NC(=O)CCC)cc1
    0.3, 6, -13, 0.3
72. CCCNS(=O)(=O)c1ccc(NC(=O)c2cccnc2)cc1
    -0.1, 1, 4, 2.5
73. Cc1cc(C)n2nc(CNC(=O)c3ccc(Cl)cc3)nc2n1
    1.0, 18, 0, 3.1
74. COc1ccc(CC(=O)Nc2cccc(NC(C)=O)c2)cc1
    -0.1, -14, -3, -1.1
75. CCc1ccc(NC(=S)N(Cc2ccccc2)Cc2cccs2)cc1
    0.0, -6, 54*, -0.6
76. CC1=NCCN1S(=O)(=O)c1cc(Br)ccc1Br
    -0.1, -19, 1, 0.0
77. Cn1c(CN2CCOCC2)nnc1SCC(=O)Nc1ccccc1
    0.4, 9, 11, 0.3
78. CN(C)CCCN=Cc1c(O)n(-c2ccc(Cl)cc2)c(=S)[nH]c1=O
    0.5, 2, 7, -1.0
79. CC(=O)c1ccc(N2CCN(Cc3cccc([N+](=O)[O-])c3)CC2)cc1
    0.0, 2, -7, -1.0
80. CC(C)CC(=O)N1CCN(c2ccc(C(F)(F)F)cc2[N+](=O)[O-])CC1
    -0.1, -7, 5, -1.6
81. O=C1CN(S(=O)(=O)c2ccccc2[N+](=O)[O-])CC(=O)N1
    0.1, 16, 3, 0.4
82. Cc1cc(=O)oc2cc(OCC(=O)OCC(=O)NC3CC3)ccc12
    0.0, 7, 2, -1.0
83. C=CCN(CC=C)C(=S)NCCc1ccc(OC)c(OC)c1
    -0.1, 21, -2, 0.0
84. COc1ccc(C(=O)Nc2cc([N+](=O)[O-])ccc2N2CCOCC2)cc1
    0.0, 1, 7, -2.0
85. Cc1cc(C(=O)N2CCN(c3ccc([N+](=O)[O-])cc3)CC2)cs1
    -0.2, 8, 2, 0.7
86. O=C(Oc1c(Cl)cc(Cl)c2cccnc12)c1ccco1
    -1.2, 10, 19, -0.6
87. CCOC(=O)c1ccc(N=c2oc3ccccc3cc2C(N)=O)cc1
    0.0, 2, 6, -0.3
88. CSc1cccc(NC(=O)C2C3C=CC4(O3)C2C(=O)N(CCC2=CCCCC2)C4C(=O)NC2CCCC(C)C2C)c1 (stereo not drawn)
    0.5, 1, 1, -1.6
89. O=C(CCc1c[nH]c2ccccc12)Nn1c(SCc2cccc([N+](=O)[O-])c2)nc2ccccc2c1=O
    -0.1, 4, -3, 0.0
90. CCc1c(C)sc(NC(=O)c2ccc(Br)o2)c1C(=O)OC
    0.1, -11, 0, 0.8
91. COCCCn1c(-c2ccc(S(=O)(=O)N3CCOCC3)cc2)csc1=Nc1ccccc1
    0.1, 10, 6, -0.1
92. CC1CCN(S(=O)(=O)c2ccc3ncn(CC(=O)Nc4ccccn4)c(=O)c3c2)CC1
    0.0, 11, 3, 0.6

Molecules from the list above with an NH in an aromatic ring:
Values run as follows: FBW7 activator, MITF inh, TEAD-YAP inh, GPR151 ag
19. O=C(c1cccs1)N1CCc2c([nH]c3ccccc23)C1c1ccccc1 (stereo not drawn)
    0.1, 0, 14, -0.7
40. COc1cccc(NC(=O)c2c(O)c3c([nH]c2=O)CCCC3)c1
    0.1, 2, -13, -0.9
42. Nc1cc(=O)[nH]c(SCC(=O)Nc2cccc(S(N)(=O)=O)c2)n1
    0.0, 6, 2, 0.0
47. Cc1nc2sc(C(=O)N3CCN(Cc4ccc5c(c4)OCO5)CC3)c(C)c2c(=O)[nH]1
    0.1, 5, 4, 0.7
50. O=C(CSc1nc2[nH]ncc2c(=O)[nH]1)Nc1ccc2c(c1)OCO2
    0.2, 18, 17, 4.0
63. CCOc1ccc(C(c2c(C)[nH][nH]c2=O)c2c(C)[nH][nH]c2=O)cc1
    -0.4, 12, 4, -0.4
78. CN(C)CCCN=Cc1c(O)n(-c2ccc(Cl)cc2)c(=S)[nH]c1=O
    0.5, 2, 7, -1.0
89. O=C(CCc1c[nH]c2ccccc12)Nn1c(SCc2cccc([N+](=O)[O-])c2)nc2ccccc2c1=O
    -0.1, 4, -3, 0.0
